PTAP TSG101 blk: blocks PTAP/TSG101 interaction to inhibit HIV-1 budding; Potency, µM (series often up to 115 µM), for the others: top-dose activity change, negative = inhibition, hits mostly inhibitors; Fluorescence polarization, FITC-PTAP peptide / Tsg101 binding; Q99816; AID 493005; 340,000 tested, under 10 active; active means well fitted inhibition curve with a large enough effect in the main read-out, with a control signal flat, not every such curve was filed as active; inconclusive means small, poorly fitted or top-dose-only effect, or effect the other way, or a change in a side signal; inactive means no such curve, though single readings can be large or run the other way; further: potency means the concentration at half of the fitted maximal effect; % of control where 0% means no effect
Target sequence (Q99816 whole entry, looked up): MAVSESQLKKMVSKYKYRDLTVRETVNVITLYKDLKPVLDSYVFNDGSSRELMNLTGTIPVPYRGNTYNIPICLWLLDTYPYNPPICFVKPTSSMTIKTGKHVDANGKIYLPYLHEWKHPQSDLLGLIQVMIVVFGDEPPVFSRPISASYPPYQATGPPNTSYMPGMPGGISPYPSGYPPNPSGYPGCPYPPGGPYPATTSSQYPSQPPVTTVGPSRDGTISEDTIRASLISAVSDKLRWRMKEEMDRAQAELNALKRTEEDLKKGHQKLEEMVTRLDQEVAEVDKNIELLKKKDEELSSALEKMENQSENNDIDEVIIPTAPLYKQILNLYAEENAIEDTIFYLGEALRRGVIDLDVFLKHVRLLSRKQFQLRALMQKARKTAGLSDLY
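Fluorescence polarization binding of Tsg101 binding domain (10 uM final) to FITC-labeled PTAP peptide (50 nM final) in HEPES pH 7.5 buffer with NaCl, Tween 20, EDTA, TCEP. Compounds added before peptide; binding 20 min at RT.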
Tb PFK inh: blocks T. brucei phosphofructokinase; AID 485367; T. brucei PFK, ADP-Glo luminescence; hit rate 0.17% among 330,000; Potency, µM (doses to about 57.5 µM), inactives show at the highest dose activity, negative = inhibition, usual class: inhibitors; O15648;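 further: potency means the concentration at half of the fitted maximal effect; 0% = uninhibited 1x PFK enzyme wells and -100% = no-enzyme wells; nearly all actives have a fitted effect of over 60% in size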
Target sequence (O15648 whole entry, looked up): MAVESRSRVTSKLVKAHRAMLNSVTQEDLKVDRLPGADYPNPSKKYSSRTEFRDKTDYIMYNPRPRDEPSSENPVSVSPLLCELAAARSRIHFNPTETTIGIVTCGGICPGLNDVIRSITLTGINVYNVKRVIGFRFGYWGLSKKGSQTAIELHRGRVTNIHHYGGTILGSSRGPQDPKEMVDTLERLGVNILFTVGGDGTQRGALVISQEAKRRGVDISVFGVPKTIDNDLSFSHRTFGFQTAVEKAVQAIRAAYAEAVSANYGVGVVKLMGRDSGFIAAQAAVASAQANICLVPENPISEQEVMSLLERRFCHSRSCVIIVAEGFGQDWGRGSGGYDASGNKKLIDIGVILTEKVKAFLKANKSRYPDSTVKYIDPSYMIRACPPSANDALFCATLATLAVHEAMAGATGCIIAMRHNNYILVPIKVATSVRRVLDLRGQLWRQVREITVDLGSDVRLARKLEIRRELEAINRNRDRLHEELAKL
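ADP-Glo luminescence quantified ADP after 45 min at room temperature, with 1.25 nM T. brucei PFK, 0.1 mM ATP and 0.5 mM fructose-6-phosphate in pH 8.0 TEA buffer. qHTS titrations up to 57 µM; curves classified by quality.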
Menin MLL FP TR: inhibitors of human menin-MLL interaction, mutant MLL peptide | Menin + Texas Red MLL mutant peptide, fluorescence polarization | Potency, µM (titrated, usually from 61.6 µM), for the others: top-dose FP activity change, negative = inhibition, most hits filed as inhibitors | hit rate 0.23% among 270,000; active means well fitted inhibition curve with a large enough effect in the polarisation, with a control signal flat, not every such curve was filed as active; inconclusive means small, poorly fitted or top-dose-only effect, or effect the other way, or a change in a side signal; inactive means no such curve, though single readings can be large or run the other way; the % refers to the polarisation; further: potency means the concentration at half of the fitted maximal effect; % of control where 0% means no effect; many of its hits are not listed in these tables
Chronic BCR inh: inhibitors of chronic active B-cell receptor signaling | Potency, µM (titrated, usually from 46.1 µM), inactives show top-dose ratio change, negative = lower green/red ratio, hits mostly inhibitors | ABC-DLBCL IkBa-CBG/CBR reporter, luminescence ratio, 4 h | hit rate 0.05% among 340,000; active means well fitted inhibition curve with a large enough effect in the signal ratio, with a control signal flat, not every such curve was filed as active; inconclusive means small, poorly fitted or top-dose-only effect, or effect the other way, or a change in a side signal; the % refers to the signal ratio;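 further: potency means the concentration at half of the fitted maximal effect; plate controls were basal doxycycline-induced cells for no effect and cells given 10 µM MG132 for full effect; MG132 reads +100%, hits lower the ratio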
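TMD8 human ABC-DLBCL cells with doxycycline-inducible IκBα–green luciferase fusion and unfused red luciferase, in 0.5% FBS medium; compounds up to 46 uM, 4 h at 37C. Green/red luminescence ratio, filter-overlap corrected, fitted to concentration-response curves.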
FBPA coupling cs: inhibits coupling enzyme system, counter-screen for aldolase hits; coupling enzyme system counterscreen, AmpLite Red fluorescence; activity change, negative = inhibition, % at 58.2 µM, hits read low; hit rate 0.67% among 290,000; in the data active means activity change below about -30%; further: on the % scale 0 is the no-effect control and ±100 the full control effect
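Coupling enzymes only (glyceraldehyde-3-phosphate) + compound, at 57.5 uM final, 10 min RT; add substrate/coupling/AmpLite Red mix, 20 min RT; fluorescence ex 525/em 598 nm. Actives flag coupling-system interference.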
GALK inhibitor: inhibitors of human galactokinase. hit rate 0.007% among 270,000. Potency, µM (doses to about 57.5 µM), for the others: top-dose activity change, negative = inhibition, usual class: inhibitors. P51570. AID 1868. Purified GALK, Kinase-Glo residual ATP luminescence; further: potency means the concentration at half of the fitted maximal effect; on the % scale 0 is the no-effect control and ±100 the full control effect
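Compounds were pin-transferred into ATP buffer (35 uM final), then GALK plus galactose (5 nM, 100 uM final) was added. After 1 h at room temperature, Kinase-Glo Plus was added and luminescence read after 10 min.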
Giardia kill: kills Giardia lamblia. hit rate 0.15% among 340,000. Giardia lamblia trophozoite viability. activity change, % at 7.66 µM, hits read low. AID 540267; in the data active means activity change below about -80%; inconclusive means between about -30% and that limit;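 further: parasites exposed to compound for two days anaerobically before the ATP read; on the % scale 0 is the no-effect control and ±100 the full control effect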
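Trophozoite viability was measured as ATP-dependent luminescence, read 15-30 min after reagent addition. Before that, parasites at 100 cells/well were exposed to compounds for 48 h, anaerobically, at 37 deg C.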
ASM inhibitor: human S-ASM enzyme inhibition | P17405 | placental ASM, HMU-PC fluorogenic substrate, 60 min | Potency, µM (top dose mostly 57.5 µM), inactives show top-dose activity change, negative = inhibition, hits mostly inhibitors | hit rate 0.006% among 340,000 | AID 504937; further: potency means the concentration at half of the fitted maximal effect
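Fluorescence read-out (Ex 386 nm, Em 447 nm) after stopping the reaction at pH 10. Enzyme: ASM from human placenta; substrate HMU-PC0, 9 uM final; 60 min, 37 °C. Compound preincubation 10 min, ambient temperature.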
B2AR arrestin: beta2AR (human) beta-arrestin recruitment activity; P07550; beta-arrestin recruitment to beta2AR, cell-based reporter; Potency, µM (series often up to 46.1 µM), for the others: at the highest dose activation, actives largely listed as activators; hit rate 0.02% among 330,000;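 further: potency means the concentration at half of the fitted maximal effect; 0% = DMSO controls and full agonism = EC100 isoproterenol or metaproterenol; nearly all actives have a fitted effect of over 65% in size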
a7 integrin act: activators of alpha7 integrin expression for muscular dystrophy | Potency, µM (doses to about 38.3 µM), without a hit: at the highest dose activation, hits mostly activators | hit rate 0.064% among 350,000 | alpha7betagal myoblasts, beta-gal FDG fluorescence, 48 h;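 further: potency means the concentration at half of the fitted maximal effect; 100% = response of the positive control SU9516; nearly all actives have a fitted effect of over 60% in size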
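alpha7betagal+/- myoblasts (passage 13, 250/well) treated 48 h at 37C with compounds at 1:260 dilution of DMSO stock. Lysed, then beta-galactosidase activity read as FDG fluorescence (ex 480/em 540) after 30 min, with pre-read for autofluorescence.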
PKM2 act: increases activity of human pyruvate kinase M2; P14618; purified PKM2, Kinase-Glo ATP luminescence, activation; response scale: 0% is enzyme alone, no compound; Potency, µM (series often up to 57.5 µM), without a hit: top-dose activation, usual class: activators; hit rate 0.34% among 260,000; AID 1631; further: potency means the concentration at half of the fitted maximal effect; on the % scale 0 is the no-effect control and ±100 the full control effect; nearly all actives have a fitted effect of over 55% in size
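ATP formation by purified human PK-M2, quantified via coupled luciferase luminescence after 1 h at room temperature with 0.1 mM ADP and 0.5 mM PEP final.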
Numbers without * were called inactive; ? = inconclusive; . = no result given; [ ] = remark or other dose. Unless noted, the call rests on the fitted dose curve; in most records, active means well fitted curve in the direction sought with a large enough effect; inconclusive means small, poorly fitted or top-dose-only effect, or another doubt; inactive means no such curve, though single readings can be large; an effect the other way counts as inactive or inconclusive. Only part of the results is shown; rates above refer to the full screens.

SMILES | PTAP TSG101 blk | Tb PFK inh | Menin MLL FP TR | Chronic BCR inh | FBPA coupling cs | GALK inhibitor | Giardia kill | ASM inhibitor | B2AR arrestin | a7 integrin act | PKM2 act
C/C(=N\OCC(=O)Nc1cc(C)cc(C)c1)c1ccc2c(c1)OCCO2 | -1.8% | -4.8% | 5.1% | 0.4% | 1.7 | -0.1% | -14.9 | -5.0% | 0.3% | -15.3% | -0.7%
Cc1nn(C)c(C)c1CN(Cc1nc(-c2ccc(F)cc2F)oc1C)C1CC1 | 0.3% | 0.0% | ? | 8.4% | -8.9 | 3.9% | 25.1 | -0.8% | -0.1% | -59.3%[inhibitor] | ?
CCCC(=O)Nc1cccc(-c2nc3ccccc3o2)c1 | 3.0% | -1.9% | 9.1% | ? | 0.5 | -2.6% | 16.5 | 2.0% | -0.1% | 19.5% | 1.0%
O=[N+]([O-])c1ccc(C[n+]2ccccc2)cc1 | -3.3% | -6.5% | . | 0.1% | . | . | 36.1[activator] | -5.1% | -0.5% | 17.6% | .
COC(=O)C1=C(C)NC(C)=C(C(=O)OC)C1c1ccc(-c2cc(Cl)ccc2Cl)o1 | 0.6% | 12.9% | -7.1% | -0.8% | -0.2 | 0.0% | 4.6 | 4.3% | -0.6% | -5.9% | 3.4%
N#CC1=C(N)Oc2n[nH]c(-c3ccccn3)c2C1c1c(F)cccc1Cl (centres undefined) | -1.6% | 3.9% | -7.7% | ? | -21.7 | 2.7% | -6.7 | 1.7% | 0.3% | -14.7% | -2.5%
Cc1cc(C(=O)Nc2nnc(-c3ccccc3)s2)no1 | -1.3% | -2.5% | 12.6% | ? | 12.6 | 1.6% | -6.1 | -3.6% | 3.7% | 20.5% | -7.4%
CC1C(=O)N2CCCc3cc(NC(=O)c4ccccc4C(F)(F)F)cc1c32 (centres undefined) | -1.0% | -7.7% | . | ? | . | . | -15.1 | . | 0.0% | 34.6% | .
COc1ccc(CCNC(=O)/C=C/c2ccc3ccccc3n2)cc1OC | -5.0% | -0.8% | 6.6% | ? | 0.3 | -3.8% | -8.3 | -4.3% | -0.3% | -45.1% | 0.9%
O=C(CCCOc1ccccc1)N1CCN(C(=O)c2ccco2)CC1 | -0.9% | -1.4% | -3.9% | 5.5% | -0.3 | 0.1% | -3.5 | -2.3% | 0.3% | -22.7%[7.66 µM] | 0.0%
O=C1Nc2ccccc2C(O)(C(=O)NCc2ccc3c(c2)OCO3)N1c1ccc(Cl)c(Cl)c1 (centres undefined) | -10.0% | -4.7% | -6.4% | ? | -0.3 | . | -11.3 | -2.3% | -1.0% | 3.5% | -8.1%
COc1ccc(CNC(=O)C2CCCN(Cc3nc(-c4cccc(C)c4)oc3C)C2)cc1 (centres undefined) | -11.3% | -7.1% | ? | 3.6% | -1.9 | -2.5% | 3.7 | 2.6% | -0.1% | -30.7% | -2.9%
CCc1ccc(-c2nc(CS(=O)CC(=O)NCc3ccccc3)c(C)o2)cc1 (centres undefined) | 0.0% | -1.5% | . | 3.6% | . | 1.7% | 2.6 | -7.2% | 0.1% | 11.7% | .
Cc1ccc(CS(=O)(=O)CCC(=O)NC2CC2)cc1 | -9.2% | 0.7% | 15.8% | 8.4% | -0.8 | -3.0% | 12.2 | 1.9% | -0.1% | 2.4% | -1.4%
C/C(N)=C(/C#N)C(=O)CN1CCCCC1 | -3.2% | 1.4% | -9.3% | 1.9% | 0.9 | -6.4% | 31.7[activator] | 2.6% | 0.1% | 15.1% | -0.7%
O=C(CNCc1ccco1)Nc1ccc(N2CCCCCC2)cc1 | -4.4% | -2.7% | -0.2% | -2.7% | 1.6 | 13.5% | -6.8 | -2.4% | -1.1% | -11.7% | -1.5%
CCCCn1c(-c2ccc(Cl)cc2)nc2c(=O)n(C)c(=O)[nH]c21 | -4.7% | -3.8% | 0.8% | 1.4% | 8.4 | 0.1% | 3.2 | 13.3% | -0.1% | -1.1% | ?
C/C(=N\O)c1ccc(N2C(=O)C3CC=C(Cl)CC3C2=O)cc1 (centres undefined) | -2.9% | 4.6% | 1.7% | 8.1% | 1.7 | 0.1% | -5.4 | -0.8% | -0.6% | -18.3% | 6.6%
Cc1cnc(C(=O)OCC(=O)Nc2sc3c(c2C(N)=O)CCCC3)cn1 | -2.5% | 7.2% | . | 3.6% | . | . | 0.1 | -1.4% | 2.8% | 5.5% | .
CC1(C)CC(=O)C(C(C2=C(O)CC(C)(C)CC2=O)c2cccs2)C(=O)C1 (centres undefined) | -1.9% | ? | 4.8% | 9.1% | 0.5 | -0.3% | -19.2 | -1.1% | -0.7% | 23.8% | ?
O=C1Nc2ccccc2C12OCCO2 | 1.0% | -3.2% | -11.5% | -1.1% | -0.3 | 1.8% | -6.7 | 0.8% | -0.7% | 19.0% | -0.3%
CCc1cc(C(=O)OC)c(NC(=O)CCCC(=O)O)s1 | 3.7% | 1.7% | . | 11.0% | 7.6 | 0.6% | 0.0 | 3.8% | -2.0% | 5.4% | -5.7%
Nc1ncccc1C(=O)OCC(=O)NC1CCCCCC1 | -10.2% | 4.9% | . | -1.2% | . | . | -15.7 | 4.6% | -0.8% | 12.0% | .
Cc1ccccc1C(=O)OC1OC(=O)C(Cl)=C1N1CCOCC1 (centres undefined) | -4.2% | -2.2% | 7.1% | ? | 1.2 | 1.7% | -15.8 | 0.7% | -0.5% | -11.3% | -23.0%
O=C(Cn1nc(-c2cccc([N+](=O)[O-])c2)c2ccccc2c1=O)Nc1cccnc1 | -9.0% | 3.8% | 4.6% | -17.2% | 1.1 | 2.3% | 3.4 | -5.2% | 0.2% | -14.8% | -0.8%
CNC(=O)c1cnn(-c2nc(-c3ccc(OC)cc3)cs2)c1C(F)(F)F | -2.9% | -1.4% | 25.7% | ? | 0.9 | 3.9% | -12.2 | -8.7% | 0.3% | -28.1% | .
COc1ccc(S(=O)(=O)N2CCC(O)(c3ccc(Cl)cc3)CC2)cc1 | -4.6% | 5.3% | ? | 3.3% | 5.9 | 4.5% | 9.6 | -5.9% | 0.3% | 2.1% | 1.4%
CC(C)n1cc(/C=N/Nc2ccc(Cl)c(C(=O)O)c2)c2ccccc21 | . | 1.1% | ? | ? | 9.4 | 2.3% | . | . | 4.2% | . | 1.1%
CC(=O)N(C(C)=O)c1nc(-c2ccccc2)cn1/N=C/c1cccc([N+](=O)[O-])c1 | -2.2% | -3.5% | . | 1.1% | -0.3 | 1.9% | 4.6 | -4.6% | -0.1% | -4.8% | -0.3%
CC(C)c1ccc(/C=C/c2ccc(=O)n(C)n2)cc1 | -3.0% | -2.9% | ? | ? | 1.5 | 1.1% | -15.3 | 25.1% | 0.1% | -0.7% | 10.2%
COc1cc(CC2COC(=O)C2(O)Cc2ccc(O)c(OC)c2)ccc1O (centres undefined) | -2.5% | -8.6% | . | -16.4% | -0.4 | 2.9% | 8.5 | 1.6% | 0.7% | -28.5% | 0.0%
O=C(O)c1cc2ccccc2cc1Nc1ccccc1 | -10.0% | -1.6% | . | 14.0% | 14.7 | 1.6% | 1.5 | 10.1% | -0.4% | 12.3% | 0.1%
O=C(c1ccccc1NS(=O)(=O)c1cccc(C(F)(F)F)c1)N1CCc2ccccc21 | 1.6% | -5.3% | 10.2% | 0.1% | 1.5 | -0.4% | -2.6 | -19.2% | -0.5% | -14.6% | -2.1%
Cc1ccc(C2C3=C(CCCC3=O)Nc3[nH]c(=S)[nH]c(=O)c32)cc1 (centres undefined) | -9.2% | 1.7% | 5.1% | 1.2% | 0.2 | -1.7% | -8.8 | 6.4% | -1.0% | 6.0% | 0.1%
COc1ccccc1C(=O)COC(=O)c1nc(Cl)ccc1Cl | -9.7% | -0.3% | . | 6.8% | . | . | -1.6 | . | -0.1% | -1.3% | .
COc1ccc(C(=O)CSc2nncn2C)cc1 | -2.4% | -0.2% | . | -0.4% | -2.3 | -1.9% | 42.3[activator] | -2.5% | 0.1% | 15.4% | -2.3%
COc1ccccc1OCC(=O)Nc1ccccc1C(=O)NCc1ccco1 | -0.6% | 2.0% | 8.0% | ? | -0.8 | -3.1% | 4.5 | 0.5% | -0.7% | 18.6% | 1.3%
CC(=C/c1ccccc1)/C=C1/SC(N2CCOCC2)=NC1=O | -1.5% | -0.1% | -9.5% | ? | 4.1 | -5.0% | 1.0 | 0.2% | 0.4% | -6.4% | -2.4%
O=C(NCc1ccccc1)c1ccc(F)c(F)c1 | -1.9% | -6.5% | -5.9% | 1.6% | -3.2 | -1.2% | -11.4 | -5.3% | -0.2% | 1.3% | -4.9%
O=C(CN1C(=O)c2ccccc2C1=O)OCC(=O)c1ccccc1 | 1.2% | -12.6% | . | ? | . | . | -16.6 | 1.4% | -0.1% | -10.8% | .
